# KB-3-1 cytotox: kills parental KB-3-1 adenocarcinoma cells | KB-3-1 viability, CellTiter-Glo ATP luminescence, 72 h | Potency, µM (doses to about 46.1 µM), for inactives: at the top dose activity change, negative = cytotoxic, most hits filed as cytotoxic | 400,000 tested, 1.4% active | AID 1347075; note: potency is the fitted concentration of half-maximal effect; % is set by controls: 0 for no effect and ±100 for the full control effect; nearly all actives have a fitted effect of over 60% in size
#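 KB-3-1 parental drug-naive adenocarcinoma cells in DMEM/10% FBS, incubated 72 h at 37 C with pin-transferred compounds across a concentration series. Viability by CellTiter-Glo luminescence; concentration-response curves fitted after normalization.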
# KB-V1 cytotox: KB-V1 MDR subline cytotoxicity; AID 1347076; Potency, µM (titrated, usually from 46.1 µM), for the others: at the highest dose activity change, negative = cytotoxicity, actives largely listed as cytotoxic; KB-V1 MDR cells viability, CellTiter-Glo, 72 h; 400,000 tested, 3.4% active; note: potency is the fitted concentration of half-maximal effect; % is set by controls: 0 for no effect and ±100 for the full control effect; nearly all actives have a fitted effect of over 60% in size
#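 Following 72 h at 37 degrees C with compound, KB-V1 cell viability was read by CellTiter-Glo luminescence, medium being phenol-red-free DMEM plus 10% FBS; concentration-response parameters came from normalized, curve-fitted qHTS data.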
# HEK293 tox: cytotoxicity counter-screen for GLP-1 receptor inverse agonists; HEK293 cAMP-luciferase reporter cells, luminescence, 24 h; Potency, µM (series often up to 38.3 µM), for the others: at the top dose activity change, negative = inhibition, most hits filed as inhibitors; 410,000 tested, 0.13% active; AID 624418;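 note: loss of luciferase light is scored as toxicity; potency is the fitted concentration of half-maximal effect; % is set by controls: 0 for no effect and ±100 for the full control effect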
#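 Quantitative HTS format, 1536 wells, 200 cells/uL seeded. Compounds: 23 nL, 24 h, 37 °C. Detection: luciferase reagent, luminescence at 12 min RT; decreased signal taken as cytotoxic.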
# HT1080 IDH1KD tx: toxicity to HT-1080 IDH1 knockdown cells (counter line) | HT-1080 IDH1 knockdown viability, ATP luminescence, 48 h | Potency, µM (highest dose often 46.1 µM), without a hit: at the highest dose activity, negative = toxicity, most hits filed as cytotoxic | 360,000 tested, 2% active;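 note: potency is the fitted concentration of half-maximal effect; 0% = DMSO wells and -100% = cell-free medium wells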
#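 Using the IDH1-knockdown HT-1080 line run in the same batch and compound series as the NT line, viability after 48 h at 37 °C was determined by CellTiter-Glo luminescence and expressed as % activity.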
# IL-1B inflam inh: blocks inflammasome-driven IL-1 beta release. THP-1 LPS/ATP IL-1B secretion, AlphaLISA, 16 h; active compounds read low. activity change, % at 57.5 µM. 360,000 tested, 4.7% active. AID 743279; in the data active = activity change below about -50%; inconclusive = mostly about -30% to -49%; note: % is set by controls: 0 for no effect and ±100 for the full control effect
#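 THP-1 cells pretreated 1 hr with compounds (up to 57.5 uM final), then stimulated with LPS (250 ng/mL final) plus ATP (1.25 mM final); secreted IL-1B measured by AlphaLISA after 16 hr, decreased signal indicating inhibition.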
# DRD3 agonist: D3 dopamine receptor (human) agonism; P35462; D3R DiscoveRx beta-arrestin cells, luminescence, 90 min; max activation, %; 410,000 tested, 0.58% active; in the data active = max activation above about 30%; note: 0% is about no effect; mostly tested at two doses, the higher about 12 µM
# Target sequence (P35462 whole entry, looked up): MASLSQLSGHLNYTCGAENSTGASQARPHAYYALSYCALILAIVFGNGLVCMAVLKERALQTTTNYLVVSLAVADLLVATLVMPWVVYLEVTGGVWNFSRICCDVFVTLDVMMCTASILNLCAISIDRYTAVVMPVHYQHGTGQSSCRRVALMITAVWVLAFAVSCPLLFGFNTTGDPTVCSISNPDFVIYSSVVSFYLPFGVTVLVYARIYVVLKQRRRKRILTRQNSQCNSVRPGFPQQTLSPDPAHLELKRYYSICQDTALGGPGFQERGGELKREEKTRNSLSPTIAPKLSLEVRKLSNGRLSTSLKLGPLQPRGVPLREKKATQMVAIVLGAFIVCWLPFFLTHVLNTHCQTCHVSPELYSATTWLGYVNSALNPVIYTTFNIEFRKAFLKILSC
#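 Cells at 1500/well, incubated overnight, then treated with pinned compounds (dopamine as control) for 90 min at 37 degrees C. DiscoveRx reagent added for 30 - 60 minutes at room temperature; luminescence read.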
# SW480 rereplic: induces DNA re-replication in SW480 colon adenocarcinoma cells; 340,000 tested, 1.8% active; Potency, µM (series often up to 46.1 µM), inactives show at the highest dose re-replication activation, usual class: activators; SW480 DNA re-replication, Hoechst DNA content imaging, 48 h; note: potency is the fitted concentration of half-maximal effect; % of control where 0% means no effect; nearly all actives have a fitted effect of over 55% in size
#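 Hoechst fluorescence of nuclei (405 nm excitation, 500-530 nm emission) measured by plate-scanning imager after 48 hr compound exposure at 37 C; re-replication scored as increased number of nuclei with elevated intensity.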
# MCF10A rereplic: inducers of DNA re-replication in MCF 10A breast cells | Potency, µM (series often up to 46.1 µM), inactives show at the top dose activity, positive = re-replication, usual class: activators | MCF 10A DNA re-replication, Hoechst nuclear intensity, 48 h | 350,000 tested, 2.9% active; note: potency is the fitted concentration of half-maximal effect; % of control where 0% means no effect; nearly all actives have a fitted effect of over 50% in size
# HT1080-NT tox: kills 2HG-producing HT-1080-NT fibrosarcoma cells | HT-1080-NT fibrosarcoma viability, CellTiter-Glo ATP luminescence, 48 h | Potency, µM (doses to about 46.1 µM), for inactives: at the top dose activity, negative = less viability, most hits filed as cytotoxic | 360,000 tested, 1.6% active | AID 686970;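 note: NT is the 2HG producing partner of a matched IDH1 knockdown line; potency is the fitted concentration of half-maximal effect; 0% = DMSO-treated cells and -100% = media-only wells without cells; nearly all actives have a fitted effect of over 55% in size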
#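 750 cells/well, RPMI + 5% FBS; 2 h settle, compound pin-transfer, 48 h at 37 degrees C. CellTiter-Glo 10 min RT, luminescence. Normalized to DMSO and media-only wells.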
# * marks the source's active call; other numbers are inactive results; ? = inconclusive; nt = no result given; & = joins results of further samples; [ ] = another dose, or the depositor's remark. Unless noted, calls come from the whole dose curve; as a rule, active = well fitted curve in the direction sought with a large enough effect; inconclusive = small, poorly fitted or top-dose-only effect, or another doubt; inactive = no such curve, though single readings can be large; an effect the other way counts as inactive or inconclusive.
Compound,KB-V1 cytotox,MCF10A rereplic,HT1080 IDH1KD tx,KB-3-1 cytotox,HEK293 tox,DRD3 agonist,HT1080-NT tox,IL-1B inflam inh,SW480 rereplic
COc1cc(OC)cc(OCC(O)Cn2ccnc2)c1 (stereo not drawn),5%,-4%,0%,3%,-4%,3,15%,8,-1%
O=C(CCCc1ccccc1)c1ccc2c(c1)OCCO2,2%,10%,0%,-10%,2%,0,-2%,14,46%
CCOc1ccc(C(=O)Nc2ccc3nc(SCc4ccccc4)sc3c2)cc1,3%,nt,nt,4%,-7%,4,nt,nt,nt
C[C@@H](CO)NC(=O)c1[nH]cnc1C(=O)Nc1cccc(Cl)c1,-23%,nt,-4%,-6%,-8%,-2,16%,-14,nt
Cc1ccc(C)n1-c1nnc(N2CCCC(C(=O)NCc3ccc(F)cc3)C2)s1 (stereo not drawn),-24%,nt,nt,0%,1%,-12,nt,nt,nt
Cn1ccsc1=NC(=O)c1ccc(OC(F)(F)F)cc1,-2%,7%,?,1%,5%,-11,-12%,-14,0%
O=C(CSc1nnc(-c2ccccn2)n1Cc1ccco1)c1ccccc1,?,7%,2%,-10%,-3%,-1,-2%,-8,-6%
CSc1nc(N(CCO)CCO)c2sc3nc(-c4ccco4)c4c(c3c2n1)CCC4,10%,15µM*,-24%,9%,-10%,2,?,-18,?
C/C(=N/NC(=O)c1ccc(C)s1)c1cccnc1,?,-18%,-1%,11%,14%,-7,1%,0,-13%
CC(=O)Nc1c(F)cc(Br)cc1F,11%,?,2%,-36%,18%,-14,-2%,-11,?
O=C(CSc1nc2c(c(=O)n1-c1ccc(Cl)cc1)SCC2)N1CCOCC1,14%,0%,-6%,10%,7%,-14,-2%,-5,2%
CCCCn1c(SCC(=O)N2CCC(C(=O)OCC)CC2)nc2cc(S(N)(=O)=O)ccc21,4%,1%,5%,18%,-22%,6,-3%,-3,-3%
COc1cc(OC)c2cc(C(=O)N[C@H](C(=O)N3CCC[C@H]3C(=O)O)C(C)C)n(C)c2c1,?,-6%,11%,0%,-5%,-8,12%,-11,-16%
C=C(C)C(=O)Nc1cccc(C2=NOC3(C2)C[C@H](C(N)=O)N(C(=O)COc2ccc(Cl)cc2)C3)c1 (stereo partly drawn),?,-6%,5%,0%,2%,17,7%,-1,2%
CCSc1nnc(NC(=O)CN2C(=O)C3CC=CCC3C2=O)s1 (stereo not drawn),0%,-4%,12%,0%,4%,-5,16%,-2,15%
COC(=O)Nc1nc(-c2ccccc2)c(C(=O)c2ccccc2)s1,?,0.23µM*,?,0.16µM*,-41%,0,?,33,0.41µM*
Fc1cc(F)c2nc(Nc3nc4cc5c(cc4s3)OCO5)sc2c1,0%,15µM*,?,0%,-5%,11,?,-7,-17%
Cc1ccc(C(=O)Nc2cccc(C(=O)O)c2)cc1S(=O)(=O)N1CCCCC1,23%,1%,-2%,11%,-6%,-10,-6%,43,-1%
Oc1ccc(Cl)c2cccnc12,?,?,-25%,?,7%,-17&-25,-7%,-30,21µM*
CN(C)C(CNC(=O)C1CCN(S(=O)(=O)c2ccccc2C(F)(F)F)CC1)Cc1ccccc1 (stereo not drawn),2%,2%,-7%,7%,3%,-21,-1%,-12,30%
O=C(COC(=O)CNC(=O)c1sc2ccccc2c1Cl)Nc1cc(Cl)cc(Cl)c1,-1%,1%,11%,0%,9%,-2,4%,0,-11%
CC(Sc1nnc(-c2ccco2)n1N)C(=O)NCc1ccc2c(c1)OCO2 (stereo not drawn),6%,1%,9%,8%,-1%,3,9%,-2,1%
CCOc1ccc(C(=O)OC2CCCN(C)C2)cc1 (stereo not drawn),-5%,-7%,3%,-1%,1%,3,3%,2,-18%
CC1(NC(=O)C23CC4CC(CC(C4)C2)C3)CCS(=O)(=O)C1 (stereo not drawn),4%,2%,6%,0%,-12%,-2,8%,-12,0%
CCSc1nc(=S)cc(C)[nH]1,17%,3%,22%,?,-13%,2,20%,13,-4%
COc1ccc(C(=O)Cn2c(=O)c(-c3cc(C)ccc3NC(C)=O)nc3ccccc32)cc1,5%,nt,nt,3%,8%,1,nt,nt,nt
CC(C)C(=O)OC1CCS(=O)(=O)c2sccc21 (stereo not drawn),?,-4%,21%,-8%,-9%,-11,13%,30,2%
COc1ccc(-c2nc(CSCC(=O)NC3CCCc4ccccc43)c(C)o2)cc1OC (stereo not drawn),?,?,-7%,-6%,-20%,1,-11%,-3,0%
O=C(CSc1nc2nc(-c3cccs3)cc(C(F)(F)F)c2c(=O)[nH]1)NCc1ccco1,24%,?,-8%,10%,0%,-9,-10%,13,2%
CC(NC(=O)C1CCC(CNc2c(N3CCCCC3)c(=O)c2=O)CC1)c1ccccc1 (stereo not drawn),19%,-4%,0%,-20%,0%,0,-4%,-14,-4%

# Two records picked at random from those above, as already listed:
Compound,KB-V1 cytotox,MCF10A rereplic,HT1080 IDH1KD tx,KB-3-1 cytotox,HEK293 tox,DRD3 agonist,HT1080-NT tox,IL-1B inflam inh,SW480 rereplic
CSc1nc(N(CCO)CCO)c2sc3nc(-c4ccco4)c4c(c3c2n1)CCC4,10%,15µM*,-24%,9%,-10%,2,?,-18,?
Fc1cc(F)c2nc(Nc3nc4cc5c(cc4s3)OCO5)sc2c1,0%,15µM*,?,0%,-5%,11,?,-7,-17%

# Later entries.
Compound,KB-V1 cytotox,MCF10A rereplic,HT1080 IDH1KD tx,KB-3-1 cytotox,HEK293 tox,DRD3 agonist,HT1080-NT tox,IL-1B inflam inh,SW480 rereplic
COc1ccc(N(CC(=O)NC2CCCCC2)C(=O)CNC(=O)c2ccco2)cc1,5%,0%,-4%,-3%,13%,-2,-3%,17,-114%[inhibitor]
O=C1NC(=O)C2(CCC(C3CCCCC3)CC2)N1 (stereo not drawn),4.1µM*,-2%,7%,?,0%,1,10%,5,-6%
Cc1cc(C)n(Cc2ccc(NC(=O)c3ccc(COc4ccccc4Br)cc3)cc2)n1,2.6µM*,51%,?,16µM*,-38%,7,?,-75*,19%
CCS(=O)c1scc(-c2ccc(Cl)cc2)c1C#N (stereo not drawn),21µM*,9%,0%,?,-10%,-4,-4%,-4,-7%
CC1(C(=O)NCc2ccccc2)CSCC(=O)N1C1CC1 (stereo not drawn),-8%,nt,20%,-5%,2%,4,18%,-11,nt
COc1ccc(OC)c(C2C(C(C)=O)=C(O)C(=O)N2CCC(=O)O)c1 (stereo not drawn),12%,1%,5%,0%,0%,1,12%,9,-2%
CCS(=O)(=O)Nc1cccc(-c2cn3c(n2)SCC3)c1,1%,0%,0%,2%,4%,2,4%,-11,0%
CCN(CC)CCCN1C=C2C(=O)C(C)(OC(=O)CCc3ccccc3)C(=O)C=C2C=C1c1ccc(C#N)cc1 (stereo not drawn),-7%,-11%,6%,-5%,7%,17,5%,-9,-10%
CCC(C)NC(=O)c1ccc(C2SCC(=O)N2Cc2ccccc2)cc1 (stereo not drawn),?,-2%,0%,2%,-1%,-12,-5%,-15,-3%
O=C(Oc1ccccc1)N1CCCC1,0%,-3%,-1%,0%,18%,4,-2%,-3,-22%
CCc1cccc(C)c1NC(=O)CSc1nnc(CC)n2c1cc1occc12,-4%,nt,nt,3%,0%,1,nt,nt,nt
Oc1ccc(Br)cc1-c1cc(-c2ccccc2)n[nH]1,0%,?,21µM*,0%,-6%,-6,29µM*,-2,?
C=CCN1C(=O)c2ccc(C(=O)NCC(=O)Nc3c(C)cc(C)cc3C)cc2C1=O,-6%,-1%,4%,-1%,2%,-1,4%,7,-14%
COc1ccc(N2C(=O)Cc3ccccc3C2=O)cc1,29%,-8%,17%,3%,-3%,-5,23%,-13,-9%
COc1ccc(/C(N)=N/OC(=O)CCCN2C(=O)c3ccccc3C2=O)cc1OC,-3%,2%,-1%,-1%,5%[7.66 µM],41*,13%,25,-2%
COc1ccc(NC(=O)c2cc3c(=O)n(C)c4ccccc4c3n2C)cc1Cl,8%,?,30%,-22%,-9%,1,15%,-16,-8%
CCN(c1ccc(OC)cc1)S(=O)(=O)c1nnc(NC(=O)C(C)C)s1,12%,12%,-7%,4%,-1%,-1,?,89,27%
Cc1cc(C(=O)Nc2ccncc2)c2ccccc2n1,?,2%,8%,16%,-12%,1,-2%,27,-14%
O=C(/C=C/c1ccncc1)c1cc(Cl)ccc1O,-22%,?,-2%,-9%,-3%,-8,-9%,-67*,?
CSc1ncccc1C(=O)OCC(=O)c1cc2ccccc2o1,0%,-20%,0%,-5%,16%,-20,5%,21,2%
CCOCCCN(C(=O)c1ccco1)C(C(=O)NC1CCCC1)c1cccc(OC)c1OC (stereo not drawn),16µM*,-5%,-11%,1%,18%,1,1%,4,?
C[C@@H]1CN(C(=O)c2nc3ccc(Cl)cn3c2CNCC[C@@H]2C[C@@H]3C=C[C@H]2C3)C[C@H](C)O1,-20%,14%,-18%,-4%,0%,-9,-25%,-3,4%
C#CCN(C[C@@H]1[C@@H](OC(=O)NCc2ccc(OC)c(OC)c2)[C@@H](OC(=O)NCc2ccc(OC)c(OC)c2)CN(C(=O)OC(C)C)N1C(=O)OC(C)C)S(=O)(=O)c1ccc(C)cc1,?,nt,-9%,16%,0%,1,1%,?,nt
O=S(=O)(NCc1ccco1)N1CCOCC1,?,-2%,15%,6%,-1%,-9,14%,1,-1%
S=C(Nc1ccccc1)N1CCC(Cc2ccccc2)CC1,10%,13%,?,12µM*,?,0,?,-69*,-3%
COC(=O)c1ccccc1NC(=O)c1ccc(COc2ccc(C)c(C)c2)o1,2%,7%,-1%,9%,0%,3,-1%,-3,-2%
Cc1cccc(NC(=O)c2oc3ccccc3c2NC(=O)Cc2coc3c(C)c(C)ccc23)c1,?,nt,nt,1%,2%,1,nt,nt,nt

# Screening results as filed in PubChem BioAssay.
